STK33 inh: inhibitors of purified STK33 kinase, primary screen, biochemical, ADP-Glo luminescence, homogeneous, cell-free; MBP phosphorylation; inhibition, % at 10 µM; AID 2661, 2010; 320,000 compounds, 0.073% hits; Serine/threonine-protein kinase 33 (Homo sapiens), Q9BYT3;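 active means inhibition at or above 25%, using the most active replicate where run in duplicate; inactive means inhibition below 25%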
Target sequence (Q9BYT3 whole entry, looked up): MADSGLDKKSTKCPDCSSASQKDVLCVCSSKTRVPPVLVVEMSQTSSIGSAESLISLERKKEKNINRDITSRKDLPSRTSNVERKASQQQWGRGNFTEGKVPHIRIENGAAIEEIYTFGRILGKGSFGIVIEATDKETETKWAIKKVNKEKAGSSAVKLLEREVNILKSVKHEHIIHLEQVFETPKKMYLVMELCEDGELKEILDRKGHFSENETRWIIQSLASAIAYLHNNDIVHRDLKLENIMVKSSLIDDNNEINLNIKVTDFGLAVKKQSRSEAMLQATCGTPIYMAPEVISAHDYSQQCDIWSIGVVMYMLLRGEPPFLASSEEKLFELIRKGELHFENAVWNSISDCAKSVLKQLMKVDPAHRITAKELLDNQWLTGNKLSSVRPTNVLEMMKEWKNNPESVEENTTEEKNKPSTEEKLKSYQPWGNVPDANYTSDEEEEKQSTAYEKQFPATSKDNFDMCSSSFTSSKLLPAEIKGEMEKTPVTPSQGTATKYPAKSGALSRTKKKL
OX1R antag-1: OX1R (HCRTR1) antagonists, primary screen, fluorescence, CHO/OX1R cells, Fluo-8 calcium, orexin A; Orexin/Hypocretin receptor type 1 (Homo sapiens), O43613; Fluo-8 calcium fluorescence; inhibition, % at 5 µM; 330,000 compounds, 0.43% hits; AID 434989, 2010;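 active means inhibition above its plate's threshold, mean inhibition of all tested compounds on the plate plus 3 SD, cut at about 37% in these data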;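 further: 0% = orexin A challenge wells and 100% = SB-334867-A antagonist wells; not every result past the cut was called active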
Target sequence (O43613 whole entry, looked up): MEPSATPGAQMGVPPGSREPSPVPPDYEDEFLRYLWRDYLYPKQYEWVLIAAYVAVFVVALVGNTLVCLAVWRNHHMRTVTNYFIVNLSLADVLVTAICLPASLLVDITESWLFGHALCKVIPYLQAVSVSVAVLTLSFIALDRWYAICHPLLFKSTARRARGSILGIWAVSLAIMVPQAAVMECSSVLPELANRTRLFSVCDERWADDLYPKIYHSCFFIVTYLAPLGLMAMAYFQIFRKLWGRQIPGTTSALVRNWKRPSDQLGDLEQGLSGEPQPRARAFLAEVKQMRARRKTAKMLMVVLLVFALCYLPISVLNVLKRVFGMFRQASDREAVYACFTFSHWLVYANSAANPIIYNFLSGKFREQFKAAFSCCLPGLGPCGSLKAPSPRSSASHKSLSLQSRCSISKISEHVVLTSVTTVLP
OX1R antag-2: antagonists of human orexin 1 receptor (OX1R); Orexin/Hypocretin receptor type 1 (Homo sapiens), O43613; OX1R-expressing cells, FRET antagonist read-out; inhibition, % at 6.6 µM; 330,000 compounds, 1.8% hits; AID 485270, 2010; in the data active means inhibition mostly above about 38%, no sharp cut-off; inactive means mostly below about 40%;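 further: 0% = agonist challenge alone and 100% = reference antagonist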
* = called active by the depositor; · = not tested or not shown.

SMILES | STK33 inh | OX1R antag-1 | OX1R antag-2
CCOCCCNC(=O)c1ccc(NC(C)=O)cc1 | -1.9 | -4 | 0
N#CC1=C(N)Oc2c(ccc3ccccc23)C1c1cccs1 (configuration not stated) | -1.1 | -18 | 25
N#Cc1cc2ccccc2nc1SCc1cccnc1 | · | -35 | 18
Cn1nnnc1Sc1ncnc2scc(-c3ccc(C#N)cc3)c12 | 0.0 | -26 | 9
O=C(O)c1cc(NC(=O)C2CCCO2)cc(NC(=O)C2CCCO2)c1 (configuration not stated) | -2.0 | -11 | 0
O=C(Nc1ccccc1C(=O)O)c1cccc(NC(=O)c2ccccc2Cl)c1 | · | -17 | 7
CCOC(=O)Cc1csc(NC(=O)c2c(-c3ccccc3)noc2C)n1 | -0.9 | -30 | 5
COc1cc(/C=C2\S/C(=N/S(=O)(=O)c3ccccc3)NC2=O)c([N+](=O)[O-])cc1OC | 1.0 | -4 | 28
NS(=O)(=O)c1ccc(CCNC(=O)CNCCc2ccccc2)cc1 | -0.5 | 2 | -9
O=C(NCc1cccs1)c1cc(-c2ccc(O)cc2)on1 | -0.2 | -4 | 2

Structural class: the compounds so far with an aryl thioether with sulfur outside any ring
SMILES | STK33 inh | OX1R antag-1 | OX1R antag-2
N#Cc1cc2ccccc2nc1SCc1cccnc1 | · | -35 | 18
Cn1nnnc1Sc1ncnc2scc(-c3ccc(C#N)cc3)c12 | 0.0 | -26 | 9

Taken from the entries so far (three entries):
SMILES | STK33 inh | OX1R antag-1 | OX1R antag-2
COc1cc(/C=C2\S/C(=N/S(=O)(=O)c3ccccc3)NC2=O)c([N+](=O)[O-])cc1OC | 1.0 | -4 | 28
NS(=O)(=O)c1ccc(CCNC(=O)CNCCc2ccccc2)cc1 | -0.5 | 2 | -9
O=C(NCc1cccs1)c1cc(-c2ccc(O)cc2)on1 | -0.2 | -4 | 2

Remaining list, next part:
SMILES | STK33 inh | OX1R antag-1 | OX1R antag-2
CCOC(=O)CC1=NN(c2ccccc2)C(=O)/C1=C\c1ccc(OC)cc1OC | 0.7 | -25 | 15
O=C1C2CC=CCC2C(=O)N1n1cnnc1 (configuration not stated) | -0.7 | -5 | 4
COc1cccc(CN2CCC(C(=O)Nc3ccc(-c4cccc(C)c4)cc3)CC2)c1O | 0.0 | -22 | -2
CS(=O)(=O)N1CCN(C(=O)Cc2ccccc2)CC1 | -2.1 | -8 | 23
CCCSc1nnc(Cn2c(=O)sc3ccccc32)n1C | -1.8 | -10 | 12
O=S(=O)(NC1CC2CCC1C2)c1ccc2c(c1)OCCO2 (configuration not stated) | 0.6 | -12 | 9
CC(C)CNC(=O)CSc1nnc2ccccn12 | -1.1 | -2 | 15
O=C(O)CC/C(=N/NC(=O)c1cn(-c2ccccc2)nc1-c1ccccc1)C(=O)O | 0.1 | -14 | 21
Cc1cc(Br)ccc1NC(=O)CN(C)C(=O)COc1cccc2c1OC(C)(C)C2 | -0.8 | -35 | 12
C=CCn1c(CCNC(=O)c2ccccc2F)nnc1SCc1nc2ccccc2c(=O)[nH]1 | -0.4 | -5 | 4
CCCC(=O)N(Cc1cc(=O)[nH]c2ccccc12)c1ccccc1OC | -0.8 | -24 | 4
Nn1c(Cc2ccc(Br)cc2)n[nH]c1=S | -1.4 | -10 | 11
Cc1ccc(NC(=O)CCC(=O)OCCCC(F)(F)C(F)(F)F)cc1 | 0.1 | -2 | 1
O=C(Cn1cc(S(=O)(=O)Cc2cccc([N+](=O)[O-])c2)c2ccccc21)N1CCOCC1 | -2.9 | -10 | 18
O=C(CNS(=O)(=O)c1ccc(Br)s1)N1CCCC1 | -1.9 | -9 | 23
Cc1ccc(C2Nc3ccccc3NC3=C2C(=O)CC(C)(C)C3)c(O)c1 (configuration not stated) | -1.1 | 8 | 25
CCc1c(C)sc(NC(=S)N2CCN(CC)CC2)c1C(=O)OC | -1.1 | -29 | 7
Cc1nnc(Nc2ccccn2)c2ccccc12 | 1.1 | -11 | 3
O=C(N/N=C\c1cccc(Br)c1)c1ccccc1-n1cccc1 | 0.4 | -21 | 16
NC(=O)c1ccc(-c2nnn(CC(=O)Nc3cccc(S(=O)(=O)N4CCCC4)c3)n2)cc1 | 0.2 | -4 | -4
O=C(CC(NS(=O)(=O)c1ccc(Cl)cc1)c1ccco1)NC1CCCC1 (configuration not stated) | -0.1 | -29 | 21
CC(=O)N1CCCN(C(=O)c2ccc3nc(Cc4cccc(Cl)c4)oc3c2)CC1 | -0.3 | -17 | 15
CC1CC(C)(C)CC2(C1)NC(=O)N(CC(=O)N1CCN(S(=O)(=O)c3cccs3)CC1)C2=O (configuration not stated) | -1.5 | -2 | 1
O=C(Nc1nnc(SCc2ccccc2)s1)c1ccco1 | -0.7 | -17 | 18
O=C(NC1CCCCC1)n1c(=O)oc2cc(S(=O)(=O)N3CCCCC3)ccc21 | -1.2 | -9 | 9
CCc1nonc1NC(=O)c1oc2ccc(F)cc2c1C | · | 1 | 20
CCc1cc(CN2CCOCC2)c(NC(=O)c2ccccc2)s1 | -1.1 | -24 | 5
O=C(Nc1ccncc1)c1ccc(Br)cc1 | 3.2 | -31 | 8
COc1ccc(C(=O)NC(C(=O)NCC2(N3CCCCC3)CCCCC2)C(C)C)cc1 (configuration not stated) | -0.1 | -44 | 3
CCNc1c(NCC)c(=O)c1=O | -0.8 | 10 | 8
O=C(C1=C[C@H](C2CC2)C[C@H](OCCCCO)O1)N1CCN(Cc2ccccc2)CC1 | -2.0 | -21 | 24
COc1cccc(OCCSc2nc(N)cc(N)n2)c1 | 1.0 | -2 | 28
CC(C)(C)[C@@H]1COC(=O)[C@@H](Cc2ccc(F)cc2)C/C=C\C[C@H](CC(=O)N(CCO)Cc2ccccc2)C(=O)N1 | 0.0 | -36 | 5
Cn1c(SCC(=O)Nc2nc(C(C)(C)C)cs2)nnc1C1CC1 | · | -26 | 25
O=C(CCc1nnc(Cc2ccc3c(c2)OCO3)o1)N(CC1CCC1)CC1CCCO1 (configuration not stated) | 0.3 | -18 | 15
O=C(CCCN1C(=O)/C(=C/c2ccco2)SC1=S)Nc1cccc(C(=O)O)c1 | 5.0 | -1 | 61*
Cc1ccc(-c2nnc(N(C)C(=O)c3ccncc3)s2)cn1 | -0.3 | -4 | 6
Cc1ccc2c(c1)N(CC(=O)NCCCN1CCCCC1C)C(=O)c1cccnc1O2 (configuration not stated) | -1.7 | -4 | 14
O=C(CN1C(=O)S/C(=C/c2cccs2)C1=O)N1CCOCC1 | 0.1 | 1 | 86*
COc1ccc(S(=O)(=O)N2CCCC2)cc1C(=O)N1CCOCC1 | -1.0 | -3 | 11
Cc1cc(NC(=O)CSCC(=O)OC(C)C(=O)N(C)Cc2ccccc2)no1 (configuration not stated) | -1.8 | -15 | 7
CN(C(=O)COc1cc(=O)n(C)c2ccccc12)c1ccc(Cl)cc1 | 1.3 | -32 | 6
CCOc1cc(C(c2c(C)[nH][nH]c2=O)c2c(C)[nH][nH]c2=O)ccc1OC(=O)c1cccc([N+](=O)[O-])c1 | -1.4 | -7 | 15
COCCN(CC(=O)Nc1cccc(C)c1C)C(=O)c1cc(S(=O)(=O)N2CCCC2)ccc1C | -3.3 | -24 | 8
Cc1ccnc(N2CCCC(C(=O)Nc3nnc(C)s3)C2)n1 (configuration not stated) | -1.0 | -8 | 15
COc1ccccc1-c1nnc(SCC(=O)NNC(=O)c2ccccc2F)n1C | -0.3 | -29 | 7
Cc1cc(C(=O)CSc2nc3ccccc3n2CCC#N)c(C)n1Cc1cccs1 | -3.7 | -1 | 33
O=C(N/N=C/c1ccc2nccnc2c1)c1ccccc1O | -0.6 | 0 | 51
FC(F)(F)c1cccc(/C=N/NC(=S)NC2CCCCC2)c1 | 2.9 | -13 | 8
COc1ccc(S(=O)(=O)N2CCN(C(=O)C3CC3)CC2)cc1Br | -0.1 | -17 | 1

Part of the list above, reformatted:
| structure | STK33 inh | OX1R antag-1 | OX1R antag-2 |
| --- | --- | --- | --- |
| Cc1cc(NC(=O)CSCC(=O)OC(C)C(=O)N(C)Cc2ccccc2)no1 (configuration not stated) | -1.8 | -15 | 7 |
| CN(C(=O)COc1cc(=O)n(C)c2ccccc12)c1ccc(Cl)cc1 | 1.3 | -32 | 6 |
| CCOc1cc(C(c2c(C)[nH][nH]c2=O)c2c(C)[nH][nH]c2=O)ccc1OC(=O)c1cccc([N+](=O)[O-])c1 | -1.4 | -7 | 15 |

Other compounds follow.
SMILES | STK33 inh | OX1R antag-1 | OX1R antag-2
COc1cc(Cl)c(C)cc1NC(=S)NN | -0.9 | -10 | 17
O=C(NCC(O)c1ccccc1)Nc1cccs1 (configuration not stated) | -1.1 | 1 | -5
COc1cc2c(cc1OC)CN(C(=O)c1cc(S(=O)(=O)N3CCOCC3)ccc1Cl)CC2 | -0.9 | -30 | 22
COc1ccc(C(=O)N(C)CC(O)c2ccccc2)cc1OC1CCN(C(C)=O)CC1 (configuration not stated) | -2.3 | -16 | 7
O=C(Cc1ccc2c(c1)OCCO2)N/N=C/c1ccco1 | 0.0 | -5 | 11
Cc1cc(NC(=O)Cc2ccccc2C)no1 | -2.1 | -23 | 18
OCCC1CN(Cc2cnc(N3CCCC3)s2)CCN1Cc1ccccc1 (configuration not stated) | 0.4 | -17 | 4
Cn1c(=O)[nH]c(=O)c2c1nc(CN1CCOCC1)n2Cc1ccc(F)cc1 | -3.8 | -27 | 7
Cc1cc(-c2nnc(SCC(=O)Nc3ccccc3F)n2N)n[nH]1 | -1.4 | -11 | 3
CCc1cc2c(=O)oc(-c3ccc(F)cc3)nc2s1 | 0.4 | 3 | 2

Compound profiles (already shown). Values in the order: STK33 inh	OX1R antag-1	OX1R antag-2
CS(=O)(=O)N1CCN(C(=O)Cc2ccccc2)CC1 is listed as -2.1	-8	23
CCOC(=O)Cc1csc(NC(=O)c2c(-c3ccccc3)noc2C)n1 is listed as -0.9	-30	5

Continued.
SMILES | STK33 inh | OX1R antag-1 | OX1R antag-2
CN(C(=O)Cn1c(=O)oc2ccccc21)C1CCCCC1 | -0.3 | -9 | 0
Cc1ccc(-n2nnnc2SCC(=O)Nc2ccc(N3CCN(C)CC3)cc2)c(C)c1 | -0.9 | -6 | 30
CN(C)CCNC(=O)Nc1ccc([N+](=O)[O-])cc1 | -4.3 | -4 | 17
CC(=O)c1c(N2CCCCC2)nc(=S)n(Cc2ccccc2)c1C | -1.0 | -15 | 10
O=S(=O)(c1cccc(Cn2nnc(-c3ccccc3)n2)c1)N1CCOCC1 | -0.2 | 20 | 3
CCc1nnc(NS(=O)(=O)c2ccc(N/C=C\C(=O)c3ccc(C)cc3)cc2)s1 | 0.4 | -6 | 33
COc1ccc(S(=O)(=O)N(CC(N)=O)C2CCCCC2)cc1Cl | -0.3 | -20 | 13
Clc1ccc(-c2nc3n(n2)Cc2ccccc2-3)cc1 | 0.1 | -17 | 14
COc1ccc(OC)c(C(=O)c2coc3ccc(OC)cc23)c1 | -1.0 | -18 | 30
CC(C)(C)OC(=O)NC(Cc1ccccc1)C(=O)O (configuration not stated) | -0.8 | -6 | 0
CCOC(=O)c1ccccc1-c1csc(N)n1 | -0.4 | -17 | 8
CCCCN(CCCC)Cc1ccc(C(=O)NN)o1 | -0.4 | -11 | 6
COc1ccc(NC(=O)C(=O)NCC(c2ccco2)N2CCc3ccccc3C2)cc1 (configuration not stated) | -1.7 | -9 | 19
CN(C)/C(CN1CCOCC1)=C1\N=C(c2ccccc2)OC1=O | -1.7 | -3 | 14
Cc1ccc(C)c(NC(=O)CN(C)S(=O)(=O)c2cccc3cccnc23)c1 | -0.6 | -10 | 27
CC(=O)c1ccc(N2CCN(C(=O)COc3ccc4c(c3)CCC4)CC2)cc1 | 0.0 | -11 | 4
COc1ccc(NC(=S)N2CCN(C(=O)c3ccccc3)CC2)cc1 | -1.6 | -29 | 14
Cc1cccc(NC(=O)CSCc2cc(=O)n3nc(C4CC4)sc3n2)c1 | -2.7 | 7 | 0

Screening results from PubChem.
